# KKLEB tox = CF airway cell cytotoxicity counter-screen; AID 602141; 360,000 tested, 0.36% active; KKLEB CF airway cells viability, ATPlite luminescence, overnight; hits give low values; cells stimulated with P. aeruginosa culture filtrate; activity change (cytotoxicity), % at 5 µM;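 active = corrected activity change at or below -50% at 5 µM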
# CF NFkB inh = blocks PAF-induced NF-kB reporter in cystic fibrosis cells | 360,000 tested, 0.86% active | KKLEB NF-kB-GFP reporter, GFP fluorescence overnight | inhibition, % at 5 µM;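 active = at least 50% inhibition at 5 µM, scaled per plate between neutral and stimulator controls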;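 note: PAF is a Pseudomonas aeruginosa culture filtrate used as stimulus; plate controls were PAF-stimulated DMSO wells for no effect and unstimulated DMSO wells for full effect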
# NR2E3 ag-1 = agonists of human NR2E3 nuclear receptor. inhibition of corepressor binding, % at 3.98 µM. AID 602229. CHO-S Gal4-NCOR/VP16-NR2E3 two-hybrid, luciferase. 360,000 tested, 0.35% active;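 active = inhibition above the mean of all tested compounds plus 3 SD, cut at about 70% in these data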;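 note: 0% = DMSO with NR2E3 transfected cells and 100% = cells lacking NR2E3 construct; higher means lower luciferase signal from less NR2E3 corepressor binding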
# Target sequence (Q9Y5X4 whole entry, looked up, the tested form may be a part): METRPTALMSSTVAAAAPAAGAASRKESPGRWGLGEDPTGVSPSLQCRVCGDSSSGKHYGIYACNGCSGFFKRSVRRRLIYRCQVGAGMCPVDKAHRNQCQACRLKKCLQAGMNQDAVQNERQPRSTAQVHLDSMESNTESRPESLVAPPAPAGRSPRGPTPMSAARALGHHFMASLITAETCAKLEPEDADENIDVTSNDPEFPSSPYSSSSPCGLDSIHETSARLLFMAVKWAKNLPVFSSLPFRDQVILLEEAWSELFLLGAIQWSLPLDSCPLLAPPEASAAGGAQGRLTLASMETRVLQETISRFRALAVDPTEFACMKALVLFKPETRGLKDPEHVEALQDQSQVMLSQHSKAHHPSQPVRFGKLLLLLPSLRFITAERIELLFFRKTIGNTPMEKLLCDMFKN
# LMP1 NFkB inh = inhibitors of Epstein-Barr LMP1-induced NF-kappaB reporter; LMP1-induced NF-kappaB luciferase reporter cells, luminescence; inhibition, % at 12.5 µM; 350,000 tested, 0.69% active; in the data active = inhibition above about 41%;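 note: 0% = neutral control wells and 100% = reference inhibitor control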
# HIF-2a block = inhibitors of HIF-2a. 786-0 RCC cells HIF-2a reporter, luciferase luminescence, overnight. inhibition, % at 18.8 µM. 360,000 tested, 0.72% active;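 active = inhibition of the luminescence signal of 40% or more relative to plate controls, in a single-dose primary screen at 18.75 µM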
# Shn3 3UTR inh = Schnurri-3 reporter inhibition in Clone20 osteoblasts; Clone20 osteoblast Shn3 3'UTR firefly luciferase, 24 h; inhibition, % at 12.5 µM; 360,000 tested, 0.52% active; AID 588674;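 active = mean inhibition of at least 75% with every replicate also reaching 75%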;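 note: 0% = median of neutral control wells and 100% = pilot-screen positive control compound; some compounds past the cut are filed as inactive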
# hiPSC survival = enhancers of human iPSC single-cell survival. hiPSC single-cell survival, ATPlite luminescence; 100% = ROCK inhibitor wells, 0% = DMSO. 360,000 tested, 0.044% active. AID 602274. survival enhancement, % at 20 µM; in the data active = survival enhancement above about 18%;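 note: cells exposed to compounds for 16 hours before the ATP read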
# Peg3 promoter = inhibitors of Peg3 promoter; HeLa PEG-Prom luciferase reporter, luminescence, overnight; inhibition, % at 20 µM; 360,000 tested, 1.7% active;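 active = inhibition of at least 50% at 20 µM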
# TRPM1 prom inh = inhibitors of MITF-driven TRPM1 promoter in melanoma cells | 330,000 tested, 0.83% active | SK-MEL-5 TRPM1 promoter luciferase, 24 h | inhibition, % at 12.5 µM;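 active = mean inhibition across replicates of 60% or more, whatever share of single replicates reaches that level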; note: values of inactives mirror those of a sister screen read the other way
# NR2E3 ag-2 = activates human photoreceptor nuclear receptor NR2E3. Q9Y5X4. GST-NR2E3/biotin-RetCOR TR-FRET, 1536-well. inhibition of corepressor binding, % at 4.78 µM. 320,000 tested, 0.12% active. AID 2300;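 active = percent inhibition above the cutoff of mean plus 3 SD of all tested compounds, set per screening campaign, cut at about 20% in these data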;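 note: 0% = DMSO wells and 100% = biotin wells as full block of FRET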
#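 System: GST-tagged NR2E3 plus biotinylated RetCOR corepressor; Buffer or medium: pH 7.5 Tris-based buffer; Probe or stimulus: RetCOR corepressor, biotinylated, 7 nM; Doses: compound at 4.8 µM, single dose; Schedule: 5 h incubation at 4 °C; Technique: time-resolved FRET; Evaluation: percent inhibition of TR-FRET ratio; Replication: one well per compound, singlicate testing.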
# TRAIL sens C8 = sensitizes caspase-8 expressing cells to TRAIL. 360,000 tested, 1% active. NB7+C8 cells + TRAIL, ATPlite viability luminescence. AID 624354. inhibition (viability loss, TRAIL sensitization), % at 10 µM;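 active = compounds causing at least 50% loss of cell viability in the single-dose screen, relative to plate controls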
# * hit, by the source's call; . = not tested or not shown; & = joins results of further samples. An excerpt, so the mix of outcomes need not match the whole.
Structure	KKLEB tox	CF NFkB inh	NR2E3 ag-1	LMP1 NFkB inh	HIF-2a block	Shn3 3UTR inh	hiPSC survival	Peg3 promoter	TRPM1 prom inh	NR2E3 ag-2	TRAIL sens C8
Cc1ccc(Cc2c(-c3ccco3)nc3c(C)cc(Br)cn23)cc1	-16	51*	-58	.	-1	-14	-0.8	-60	.	.	-8
c1ccc2c(c1)CC1(CCCC1)N=C2N1CCOCC1	27	-9	-11	3	5	3	-0.4	3	-23	-3	-4
Cc1cccc(-n2c(SCC(=O)N3CC(=O)Nc4ccccc43)nc3ccccc3c2=O)c1	-1	-4	-37	-1	9	10	0.5	21	-2	-2	-21
CC1CN(C(=O)Cn2c(C(F)(F)F)nc3ccccc32)CC(C)O1 (configuration not stated)	1	-2	-23	-3	17	1	-1.8	11	-9	0	-2
COCC(C)N1C(=O)Cc2c1nc(N)c1c(N)nc(N3CCN(c4ccccc4F)CC3)c(C#N)c21 (configuration not stated)	-15	6	-4	18	21	73	4.6	55*	28	-3	14
O=C(/C=C/c1cnc2ccccc2n1)NC12CC3CC(CC(C3)C1)C2	-10	4	-121	-46	-64	-3	-3.4	-131	-9	10	3
CN(Cc1nccs1)C(=O)c1ccc(OC2CCN(Cc3ccccn3)CC2)cc1	19	-20	-20	-6	2	-6	-0.4	5	7	2	-10
CCc1nccn1CCC(=O)NC1CC(C)(C)Cc2c1cnn2-c1cccc(F)c1 (configuration not stated)	-3	2	-3	-2	0	10	-0.1	-2	11	0	4
COc1ccc(NC(=S)N2CCN(c3ccc([N+](=O)[O-])cc3)CC2)cc1OC	-3	19	15	11	10	44	-0.3	17	2	1	-6
C[C@H](CO)N1C[C@H](C)[C@@H](CN(C)C(=O)Nc2ccc(C(F)(F)F)cc2)Oc2c(NS(=O)(=O)c3cn(C)cn3)cccc2C1=O	-10	-17	25	-3	11	2	-0.1	-13	-1	.	-10
Cc1ccsc1C(=O)N1CCC1(C)C(=O)NCc1cccc2ccccc12 (configuration not stated)	-16	18	9	.	2	11	-2.2	18	.	.	-12
COc1ccc(N2C(=O)CSC2c2cccc(F)c2)cc1 (configuration not stated)	-4	-7	-42	0	9	-18	-0.3	10	-5	-3	7
COc1cc(-c2noc(-c3ccccc3C(=O)NCc3ccco3)n2)cc(OC)c1OC	-6	-8	-3	16	4	1	-1.6	43	7	1	9
Cc1ccc(N2C(=O)c3ccc(C(=O)O)cc3C2=O)c(C)c1	8	12	-13	3	21	1	-0.4	10	6	-3	4
CCOC(=O)c1c(NC(=O)CSc2n[nH]c(CNc3ccccc3)n2)sc(C)c1C	-10	12	-8	-6	31	14	-1.4	32	3	-3	-9
CCCCN(C)CCNC(=O)CCn1nc(-c2ccc(Cl)cc2)ccc1=O	0	-19	-24	18	11	-37	-0.1	10	-3	5	-6
COC(C/C=C/C(=O)COCc1ccccc1)OC	-7	10	-32	10	-8	-19	-4.5	-4	0	.	3
COc1ccc(C(CCNCc2ccc(N(C)C)cc2)c2ccccc2OC)cc1 (configuration not stated)	-8	19	1	6	18	3	-0.2	60*	0	.	3
COc1ccc(N(CC(=O)NC2CC3CCC2C3)S(=O)(=O)c2ccc(C)c([N+](=O)[O-])c2)cc1 (configuration not stated)	-5	24	4	-17	25	9	-0.2	15	12	8	12
Cc1cccc(NC(=S)NCCc2ccccn2)c1	7	12	-28	-1	-8	-3	-0.2	-8	2	-1	-5
Cc1ccc2nc(-c3ccc(O)cc3)oc2c1	-41	-6	-148	-11	-218	-42	-1.0	-314	-72	-2	79*
Cn1cncc1C#Cc1ccc2cc(CCCO)oc(=O)c2c1	-13	9	15	-6	-60	5	-2.2	-34	-19	1	-5
CCCc1cc(=O)oc2cc3oc(C)c(C)c3cc12	3	-15	0	4	13	8	3.0	-12	-14	-5	-8
Cc1ccc(C(=O)Nc2scc(-c3ccccc3)c2C(=O)O)cc1	11	-13	-137	6	-230	-9	-0.4	-214	-21	-1	30
CC1CCCN(c2ccc(C(=O)Nc3nnc(C4CC4)s3)cc2[N+](=O)[O-])C1 (configuration not stated)	5	3	-45	-1	-17	9	-0.9	-8	-7	-2	-2
O=C(Nc1cnccn1)Nc1ccccc1Cl	-3	14	1	4	-104	-13	9.4	-71	-5	4	-9
CCOC(=O)[C@H]1[C@H]2COc3ccc(OC)cc3[C@@H]2N2C(=O)[C@H](C)NC(=O)[C@@]12C	18	-16	-7	-3	7	-16	1.3	-8	8	1	-15
Cc1ccc(C(=O)Nc2ccc(S(=O)(=O)N3CCCC3)cc2)cc1	3	3	0	6	-72	-2	-0.5	-23	-37	1	-14
O=C(O)Cc1sc(Nc2ccccc2)nc1-c1ccc(Cl)cc1	4	-5	-91	-16	-229	-30	3.0	-161	-54	-3	-13
CC(NC(=O)C(C(=O)c1cccc([N+](=O)[O-])c1)n1cc(Cl)ccc1=O)c1ccccc1 (configuration not stated)	5	-12	5	1	8	-6	3.6	12	6	-4	3
Cc1ccc(S(=O)(=O)NCCC(=O)N2CCCC(C)C2)cc1 (configuration not stated)	14	22	-3	-2	-1	-2	0.7	1	5	-1	0
CN(CC(O)CN)CC(O)CN1CCCCC1 (configuration not stated)	1	-8	21	-6	-8	2	0.6	2	-4	6	-5
Cc1cc(C)cc(C(=O)/C=C2\NC(=O)CS2)c1	-10	-18	16	-1	-1	3	-3.2	-11	-9	1	26
Cc1cccc(CSC2=NN3CCCC(=O)N=C3S2)c1	-3	-15	-74	-10	-176	-30	-3.8	-124	.	0	5
COc1ccccc1NC(=O)[C@H](COCc1ccccc1)NC(=O)OC(C)(C)C	8	-15	-27	1	16	7	-1.3	24	6	3	-1
COc1ccc(OC)c(NC(=O)CSc2nnc(N)s2)c1	-12	6	-9	-3	-10	15	0.7	0	9	0	-5
CN(C)CCCCOc1ccccc1F	5	0	-28	2	11	45	0.3	4	5	3	-6
CCOC(=O)N1CCN(Cc2cn[nH]c2-c2ccc(-c3ccccc3)cc2)CC1	2	9	-18	2	-13	-15	-1.7	-5	-6	5	5
CCCCn1c(N)c(N(CC(C)C)C(=O)C(C)SCc2nc3sc(C)c(C)c3c(=O)[nH]2)c(=O)[nH]c1=O (configuration not stated)	-16	18	-5	-8	2	-3	0.1	-6	-1	-1	-9
Cc1ccc(Cc2nnc(SCC(=O)Nc3c(C)cccc3C)[nH]c2=O)cc1	2	4	9	-2	15	-26	-0.2	5	-5	-4	-2
Nc1nc(-c2ccccc2)nn1S(=O)(=O)c1ccccc1	-1	18	2	-3	11	-15	-2.4	5	-14	-2	-2
CC1(c2nnc(Cc3ccccc3)o2)CC(c2ccccc2Br)=NO1 (configuration not stated)	8	-9	-7	3	-10	0	-0.3	-16	7	1	11
Cc1cc(C(=O)c2ccc(Cl)cc2)c(NC(=O)CCl)s1	-46	48	-18	-1	4	19	-3.6	89*	20	1	21
O=C(/C=C/c1c(F)cccc1Cl)Nc1cccnc1	-2	-8	-9	-16	-185	-37	-0.5	-175	.	0	33
C=CCN=c1scc(-c2ccc(F)cc2)n1/N=C/c1ccccn1	-1	5	-104	-11	-230	9	1.5	-231	-13	-2	44
CN(CC(O)CN1CCOCC1)S(=O)(=O)O (configuration not stated)	-7&12	-8&-2	-10&-19	2&-6	17&7	-6&7	1.7&-0.2	-5&12	-2&-4	1&-2	-9&-5
COc1ccc(NC(=O)CN(c2ccc([N+](=O)[O-])cc2)S(=O)(=O)c2ccccc2)c(OC)c1	1	-2	-17	-19	4	24	-1.0	10	-4	1	12
CCc1sc(C(=O)Nc2ccc(F)cc2C)cc1C	-7	16	-25	-7	-147	-7	0.6	-85	-47	0	-1
COc1ccc(Cc2nnc(NC(=O)Nc3cccc(OC)c3)s2)cc1	-11	6	-6	0	20	1	-0.2	25	2	4	6
CCCc1nc(SCC(N)=O)[nH]c(=O)c1CC	16	-10	-3	3	8	-22	-2.5	4	7	1	-15
CN1C(C(=O)NCc2ccc(OC(F)(F)F)cc2)CC2Cn3c(nc4cc5ccccc5cc43)C21 (configuration not stated)	-6	-2	-11	4	4	-3	-1.7	1	-1	0	-5
Cc1ccc(NC(=O)COc2ccccc2C=O)cc1Cl	-2	-4	-56	-52	-285	-77	-0.9	-221	-51	-2	-12
Cc1ccc(Nc2nnc(SCC(=O)NCCN3C(=O)CSC3=O)s2)cc1	-15	15	-36	-18	-99	-11	-2.4	-84	-13	3	28
Cc1ccc(N(C(=O)c2csnn2)C(C(=O)NC2CCCCC2)c2cccnc2)c(C)c1 (configuration not stated)	12	4	-1	2	12	1	1.0	3	.	-2	3
N#C/C(=C(/O)CSc1n[nH]c(N)n1)c1nc2ccccc2[nH]1	7	11	-34	-3	16	-1	-0.4	-3	7	2	6
CC1=C(C(=O)OCc2ccc3c(c2)OCO3)C(c2ccc(O)c([N+](=O)[O-])c2)NC(=O)N1 (configuration not stated)	-8	69*	-52	12	20	16	0.7	3	-3	-1	-12
Cc1ccc(S(=O)(=O)N(C)C)cc1NC(=O)C(C)OC(=O)CC1CC2CCC1C2 (configuration not stated)	-6	-16	8	0	5	1	-1.4	9	.	.	11
CCCCNc1c2c(nc3c(-c4ccccc4)c(C)nn13)CCC2	-13	14	-4	-1	10	0	-0.8	2	-20	-2	5
O=C(NCc1cccnc1)c1noc2c1CCCC2	0	8	-17	3	1	34	3.2	4	-3	1	17
Cc1cc(N2CCOCC2)nc(N)n1	-1	-6	-9	-2	13	2	-0.1	8	3	1	-13

# Limited to NR2E3 ag-2 and KKLEB tox, for two of the compounds above:
Molecule,NR2E3 ag-2,KKLEB tox
COc1cc(-c2noc(-c3ccccc3C(=O)NCc3ccco3)n2)cc(OC)c1OC,1,-6
Cc1ccc(Nc2nnc(SCC(=O)NCCN3C(=O)CSC3=O)s2)cc1,3,-15

# Next section.
Structure	KKLEB tox	CF NFkB inh	NR2E3 ag-1	LMP1 NFkB inh	HIF-2a block	Shn3 3UTR inh	hiPSC survival	Peg3 promoter	TRPM1 prom inh	NR2E3 ag-2	TRAIL sens C8
COC(=O)c1ccccc1OCCOCCOc1cccc2cccnc12	-3	6	-22	3	23	5	0.0	16	-7	-4	-8
CCC(C)(C)NC(=O)c1cc([N+](=O)[O-])ccc1N1CCOCC1	11	-2	10	2	14	0	3.7	3	-23	3	-14
Cc1ccccc1NC(=O)Nc1cc(S(N)(=O)=O)ccc1C	-5	-3	-13	13	14	-5	2.9	-6	1	3	8
COc1ccc(CCCNC(=O)C2CCC(=O)N(CCCN3CCCC3=O)C2)cc1 (configuration not stated)	-17	1	-11	-4	5	3	-0.1	7	3	1	-8

# Screening results deposited in PubChem by several laboratories.
